Screening data as filed in PubChem BioAssay.
MsrA act – bovine MsrA enzyme activators, primary screen, biochemical, absorbance, HTS; 0.3% of 360,000 active; AID 602163, 2012; purified bovine MsrA, absorbance read-out; Methionine sulfoxide reductase A (Bos taurus); activation, % at 10.6 µM; in the data active = activation above about 7.5%;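 note: 0% = vehicle and 100% = reference activator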
PABP1 MLLE inh – inhibitors of PABP1 MLLE–PAM2 peptide binding, primary screen, biochemical, fluorescence polarization, FITC-PAM2, GST-MLLE | 0.36% of 360,000 active | inhibition, % at 20 µM | Polyadenylate-binding protein 1 (Homo sapiens), P11940 | AID 588489, 2011; in the data active = inhibition above about 35%, passing the limit was not always enough;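 note: plate controls were DMSO wells with GST-MLLE for no effect and wells lacking GST-MLLE protein for full effect; some results filed as inactive read as strong as hits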
Rin1 Abl inh – inhibitors of Rin1-Abl protein binding, primary screen, biochemical, TR-FRET | Tyrosine-protein kinase ABL1 (Homo sapiens) + Ras and Rab interactor 1 (Homo sapiens), … | inhibition, % at 7.35 µM | 0.4% of 360,000 active | AID 588664, 2011; in the data active = inhibition above about 5%, passing the limit was not always enough
MT1-MMP act inh – blockers of MT1-MMP proenzyme processing, primary screen, HT1080 RFP-PRO-GFP cells, GFP/RFP fluorescence; Matrix metalloproteinase-14 (Homo sapiens), P50281; GFP/RFP ratio fluorescence, overnight; percent of plate control window, DMSO zero; GFP/RFP ratio change, % at 20 µM; 0.061% of 360,000 active; AID 651647, 2012;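 active = GFP/RFP ratio change of at least 30% with cell ATP level not reduced by more than half and red fluorescence within 50% of control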; note: strong numbers were not always called active
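Assay system: HT1080 RFP-PRO-GFP cells. Benchmarks: DMSO vehicle wells and RFP-L50D-GFP reporter cell wells. Times: overnight cell settling, then overnight compound exposure, 37 °C, 5% CO2. Compound: 20 µM single dose, 1% DMSO. Read-out basis: GFP/RFP fluorescence ratio.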
SKN-1 inh – suppressors of acrylamide-induced Pgst-4::GFP reporter in worms, primary screen, SKN-1 inhibitor project, whole organism, uHTS, GFP/RFP fluorescence ratio, strain VP596; 0.49% of 360,000 active; C. elegans VP596 Pgst-4::GFP/RFP ratio, 24 h; inhibition, % at 21.8 µM;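 active = interference check ratio from 0.5 to 1.5 plus GFP to RFP signal ratio inhibition reaching or exceeding a fixed threshold, cut at about 30% in these data, passing the limit was not always enough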; note: some compounds called inactive have numbers as strong as hits
NRP1-CendR mod – modulators of CendR peptide binding to NRP-1, primary screen, biochemical, fluorescence polarization, uHTS; Neuropilin-1 (Homo sapiens), O14786; FAM-RPARPAR peptide binding to NRP-1; inhibition, % at 25 µM; 0.85% of 360,000 active; AID 602438, 2012;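 active = inhibition or corrected inhibition above about 18%, plus a signal ratio from 0.5 to 1.5, limit read from the data, passing the limit was not always enough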; note: strong numbers were not always called active
FAS-TE inh – FAS thioesterase domain inhibitors, primary screen, biochemical, fluorescence intensity, uHTS; Fatty acid synthase (Homo sapiens), P49327; recombinant FAS-TE, OMFH fluorogenic substrate, fluorescence endpoint; inhibition, % at 15 µM; 0.67% of 360,000 active; AID 602261, 2012;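 active = compounds whose normalised, plate-corrected inhibition of enzyme fluorescence in the single-dose primary screen is 50% or more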;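 note: 0% = DMSO with enzyme and 100% = substrate without enzyme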
E coli Lon inh – inhibitors of E. coli Lon protease, primary screen, biochemical, fluorescence polarization; P0A9M0; purified E. coli Lon protease; inhibition, % at 7.94 µM; 0.42% of 360,000 active; AID 602123, 2011; in the data active = inhibition above about 13%, passing the limit was not always enough;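 note: 0% = enzyme with probe and DMSO and 100% = no enzyme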
Neddyl block – inhibitors of cullin neddylation, primary screen, biochemical, TR-FRET, uHTS, NAE and Ubc12. calls only at 25 µM. NEDD8-conjugating enzyme Ubc12 (Homo sapiens) + NEDD8-activating enzyme E1 regulatory …. 0.58% of 360,000 active; in the data active = inhibition above about 36%
Target sequence (P61081 whole entry, looked up): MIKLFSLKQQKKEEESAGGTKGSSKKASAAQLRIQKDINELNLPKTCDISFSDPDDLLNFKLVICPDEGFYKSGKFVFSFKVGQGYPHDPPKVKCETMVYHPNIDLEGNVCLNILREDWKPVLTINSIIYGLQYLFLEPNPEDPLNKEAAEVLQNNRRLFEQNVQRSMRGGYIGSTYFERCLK
Target sequence (Q13564 whole entry, looked up): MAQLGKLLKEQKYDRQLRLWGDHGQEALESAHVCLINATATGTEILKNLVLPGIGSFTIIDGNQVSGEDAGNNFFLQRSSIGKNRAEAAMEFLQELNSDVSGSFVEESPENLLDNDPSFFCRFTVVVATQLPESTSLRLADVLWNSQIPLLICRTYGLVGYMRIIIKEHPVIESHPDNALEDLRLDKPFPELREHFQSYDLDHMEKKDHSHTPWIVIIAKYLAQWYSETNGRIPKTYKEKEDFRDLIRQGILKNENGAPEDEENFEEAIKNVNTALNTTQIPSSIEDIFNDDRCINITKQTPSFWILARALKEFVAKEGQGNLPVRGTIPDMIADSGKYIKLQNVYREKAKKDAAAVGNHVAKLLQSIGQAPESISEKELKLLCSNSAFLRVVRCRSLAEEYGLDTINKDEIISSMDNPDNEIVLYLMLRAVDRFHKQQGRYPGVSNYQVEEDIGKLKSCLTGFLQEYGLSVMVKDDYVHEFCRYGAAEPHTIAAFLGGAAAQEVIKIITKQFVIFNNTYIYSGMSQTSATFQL
An asterisk follows results filed as active; i = inactive; / = no result given; + = active, no number.

Results follow in this order: FAS-TE inh	NRP1-CendR mod	MT1-MMP act inh	Neddyl block	SKN-1 inh	E coli Lon inh	Rin1 Abl inh	MsrA act	PABP1 MLLE inh
CC(Sc1nnc(-c2ccc(OC(F)F)cc2)o1)C(=O)NCC1CCCO1 (centres undefined)
 : 0	14	0	i	10	-6	1	-1	0
COCCNC(=O)C1(C)CCN(C(=O)c2sccc2C)C1 (centres undefined)
 : -3	7	-3	i	-6	-3	-2	-4	-10
COc1cccc(CN2CCN(Cc3ccc(OC)c(OC)c3)CC2CCO)c1 (centres undefined)
 : -6	4	3	i	4	-4	-3	-3	2
O=C(Cn1cnc([N+](=O)[O-])n1)NCCc1ccccc1
 : 8	9	0	i	-7	-4	2	-2	-9
CN(CCOc1ccccc1)C(=O)C1CCN(C(=O)c2ccc(Cl)cc2)CC1
 : -3	4	-2	i	-2	-11	2	-2	-2
Cc1ccc(Cl)cc1NC(=S)N/N=C/c1cccc2ccccc12
 : 32	-5	5	i	25	5	2	-2	20
O=C(Nc1cccc(S(=O)(=O)N2CCOCC2)c1)c1ccc(=O)[nH]c1
 : -4	0	6	i	8	-1	0	0	-15
COc1ccc(C2=CC(=O)OC3(CCCC3)O2)cc1
 : -2	6	0	i	-16	-6	-1	-6	5
Cc1cc(C)cc(S(=O)(=O)Cc2noc(C(=O)NCc3ccccc3)c2C(=O)NCc2ccccc2)c1
 : 40	22	-2	i	11	-5	5	-2	-3
Cc1ccc(CN2CCNC(=O)C2CC(=O)N(C)C(C2CC2)C2CC2)o1 (centres undefined)
 : -5	13	-1	i	-9	4	-3	-6	4
Cc1ccc(NS(=O)(=O)c2cc(NC(=O)c3ccc4c(c3)NC(=O)CS4)ccc2C)c(C)c1
 : 37	-11	-5	i	8	-8	0	-5	26
COc1ccccc1N1CCN(C(=O)c2cc3cc(F)ccc3[nH]2)CC1
 : 6	4	0	i	15	2	1	0	-1
O=C(c1ccc(F)cc1)N1CCN(c2cnn(-c3ccccc3)c(=O)c2Cl)CC1
 : -3	18	3	i	1	2	3	-2	1
CN1C(=O)CS(=O)c2ccc(C(=O)NCCC3=CCCCC3)cc21 (centres undefined)
 : -4	2	-3	i	6	-9	-1	-2	-1
CC(C)CNC(=O)c1ccccc1NC(=O)CSCc1ccccc1
 : -1	3	1	i	-10	0	-1	-1	3
Cc1cc([N+](=O)[O-])ccc1NCc1ccc2ccccc2c1
 : 32	-14	1	i	15	13	-2	-3	2
O=C(O)c1ccccc1OCc1ccccc1Cl
 : -8	5	7	i	-8	-13	1	-3	-7
O=C(Nc1ccc2c(c1)CCC2)c1ccccc1F
 : 3	4	-6	i	21	-1	2	-11	1
COC(=O)c1ccc2nc(-c3ccc(OC)c(OC)c3)c(Cc3ccsc3)n2c1
 : -10	-12	-2	i	21	-19	3	-9	-34
Cc1ccc(S(=O)(=O)NCCCC(=O)C=[N+]=[N-])cc1
 : -5	-1	15	i	-9	-2	-4	-1	2
COc1cc(NC(=O)Nc2cccc3cccnc23)cc(OC)c1OC
 : 15	-3	6	i	-15	8	-1	-6	-1
CCN(CC)c1ccc(NC(=O)CN2CCN(c3ccccc3F)CC2)cc1
 : 6	-3	3	i	10	-2	-1	-3	4
Cc1noc(NS(=O)(=O)c2ccc(NC(=O)CSc3ncccn3)cc2)c1C
 : -4	1	-2	i	31	-1	-3	-1	13
O=C1NCCCN1C1OC(CO)C(O)C1O (centres undefined)
 : -8	-8	-1	i	9	-1	2	-2	-16
Cc1nc2ccccc2c(=O)n1/N=C/c1cn[nH]c1-c1ccccc1
 : -2	4	4	i	16	4	-1	-3	-2
OCCCn1c(CCNc2nc(-c3ccc(Cl)cc3)cs2)nc2cc(C(F)(F)F)ccc21
 : 20	-12	6	i	12	13	1	1	-95
CCOC(=O)CC(=O)CSc1ncnc2c1oc1ccccc12
 : -5	23	-10	i	-8	-7	i	-2	5
COc1ccc(CN(C)C(=O)/C=C/[C@H]2O[C@@H](n3cnc4c(N)ncnc43)[C@H](O)[C@@H]2O)cc1OC
 : -8	-13	1	i	-8	2	0	-3	2
NC(=O)[C@@H]1CCCN1C(=O)[C@@H](Cc1cnc[nH]1)NC(=O)[C@@H]1CCC(=O)N1
 : -2	-7	0	i	-4	-5	0	-9	6
O=C(COC(=O)C1CCCCC1)Nc1ccc([N+](=O)[O-])cc1
 : 25	5	-6	i	0	2	-5	-1	16
Cc1ccc(C(=O)N(CC(=O)NC2CCCCC2)c2ccccc2C)s1
 : 4	-1	2	i	-2	8	3	-6	-3
Cc1ccc(Cn2ccc(NC(=O)c3cc(-c4ccc(F)cc4)on3)n2)cc1
 : -4	-13	-7	i	-19	-2	5	-5	-11
Cc1cc2cc(CNC(=O)NC3CCCCC3)ccc2n1C
 : -4	2	25	i	14	-12	-6	-3	-3
N#Cc1cc2c(nc1SCc1ccccc1)CCCC2
 : 16	1	-2	i	1	10	-2	-9	5
CCOC(=O)c1c(N)nn(C(=O)c2ccccc2)c1-c1ccccc1
 : 29	-5	-1	i	-5	0	0	-13	0
Cc1nn(C)c(Oc2cccc(C(F)(F)F)c2)c1C#N
 : -1	-4	0	i	9	0	-1	0	5
OC[C@@H]1CN(Cc2ccc(F)cc2)C[C@H](n2cnc3c(Nc4ccccc4)ncnc32)O1
 : -10	-6	10	/	-3	1	0	-4	14
CCOC(=O)[C@H]1[C@H]2COc3ccc(Br)cc3[C@@H]2N2C(=O)CN(CC3CCCO3)C(=O)[C@@]12C (some centres undefined)
 : -9	0	1	i	-2	7	2	1	3
C/C(=N/O)c1cccc(N2Cc3ccccc3C2)c1
 : -6	-19	-7	i	12	-27	4	-4	5
FC(F)(F)c1nnc2c(Sc3ccccc3)nc3ccccc3n12
 : -7	-16	-41	/	-1	-175	2	1	-19
S=C(NCC(c1cccnc1)N1CCOCC1)NC1CCCCC1 (centres undefined)
 : -11	16	0	i	-1	-5	-1	1	-18
COc1cc(/C=N/N=C2/C(=O)Nc3ccccc32)ccc1O
 : -12	2	-2	i	3	6	-3	-5	3
C/C(=N\N(C)C)c1ccc(OCCOc2ccc([N+](=O)[O-])cc2)cc1
 : 13	10	4	i	-1	7	-1	-4	-4
COC(=O)C(NC(C)=O)(Nc1ccc(Br)cn1)C(F)(F)F (centres undefined)
 : -4	-9	3	i	14	1	1	-1	-2
COc1cc2c3nnc(-c4ccc(F)cc4)c-3cn(Cc3ccccc3F)c2cc1OC
 : -57	134	-160	i	-14	-5	-3	-9	-61
NS(=O)(=O)c1ccc(NC(=O)CSc2cn[nH]n2)cc1
 : -7	7	4	i	9	-7	3	0	5
O=C(CCN1CCCC1Cc1ccccc1)c1ccc2c(c1)OCCO2 (centres undefined)
 : 0	3	0	i	-6	-14	-3	-5	33
COc1ccc(NC(=O)c2cccc(S(=O)(=O)N3CCc4ccccc43)c2)cn1
 : 6	1	-7	i	-2	1	0	-4	9
COc1cc(CNc2ccc(C(=O)O)cc2)cc(Br)c1OCC(=O)NC(C)(C)C
 : -13	0	2	i	-3	-4	-2	-8	2
CCOc1ccc2nc(NC(=O)CSc3nc4cccnc4n3C)sc2c1
 : 3	-2	-4	i	-6	-13	-3	0	3
COc1ccc(CCNC(=O)CSc2nnc(Cc3csc(N)n3)n2C)cc1OC
 : -8	-6	2	i	-10	-5	-2	-1	0
COc1ccc(Nc2ncnc3ccccc23)cc1
 : -5	21	0	i	-8	-3	5	0	13
O=C(O)c1cc(-c2ccco2)nn1-c1ccc(Cl)cc1
 : 0	-66	-6	i	-5	-20	-2	0	-1
COc1ccc(N(Cc2ccccc2)S(=O)(=O)c2ccc(C)cc2)cc1
 : 22	7	-5	i	2	2	5	0	14
CC(CN(C(N)=O)c1ccccc1O)C(=O)O (centres undefined)
 : -4	-6	-1	i	-12	-9	2	-13	1
O=C(O)c1ccc2c(c1)S(=O)(=O)c1cc(Cl)ccc1C2=O
 : -7	3	1	i	5	1	0	-1	9
COc1cc(CNCc2ccc(OC)cc2OC)cc(OC)c1
 : -4	7	2	i	-15	5	0	1	3
COc1ccc(/C=N/N=C2\SCC(=O)N2c2c(C)n(C)n(-c3ccccc3)c2=O)cc1OC
 : -10	3	1	i	2	-10	-2	-5	1
Nc1nc(SCC(=O)c2ccc(Oc3ccccc3)cc2)n[nH]1
 : -30	-9	3	i	-15	-5	-3	-9	17
Cc1nnc(C)n1/N=C/c1ccc(-c2ccccc2)cc1
 : -4	-6	-1	i	3	8	0	-4	-3

Arranged by SMILES length (low to high): some entries from above
Results follow in this order: FAS-TE inh	NRP1-CendR mod	MT1-MMP act inh	Neddyl block	SKN-1 inh	E coli Lon inh	Rin1 Abl inh	MsrA act	PABP1 MLLE inh
COc1ccc(Nc2ncnc3ccccc23)cc1
 : -5	21	0	i	-8	-3	5	0	13
NS(=O)(=O)c1ccc(NC(=O)CSc2cn[nH]n2)cc1
 : -7	7	4	i	9	-7	3	0	5
C/C(=N\N(C)C)c1ccc(OCCOc2ccc([N+](=O)[O-])cc2)cc1
 : 13	10	4	i	-1	7	-1	-4	-4

Remaining list, next part:
Results follow in this order: FAS-TE inh	NRP1-CendR mod	MT1-MMP act inh	Neddyl block	SKN-1 inh	E coli Lon inh	Rin1 Abl inh	MsrA act	PABP1 MLLE inh
CC(C)[C@H](NC(=O)c1ccccc1)C(=O)OCC(=O)N1CCc2ccccc2C1
 : -2	6	3	i	8	0	-1	-2	-35
CC1(C)C2CCC(C2)C1(C)NC(=O)CNCC1CCCCC1 (centres undefined)
 : -2	-6	2	i	6	-4	1	-4	3
CC(C)C(OC(=O)c1ccco1)C(=O)NC1CCCC1 (centres undefined)
 : -4	1	-4	i	-3	-8	3	-4	2
Cc1c(C)n2c(SCC(=O)N3CCOCC3)nnc2[nH]c1=O
 : -5	1	-6	i	1	-17	-4	-2	-5
CCN(CC)S(=O)(=O)c1ccc(Cl)c(NC(=O)COC(=O)/C=C/c2ccc(O)c(OC)c2)c1
 : 25	3	7	+	-1	-6	-4	-3	7
O=C(NCC(c1cccs1)N1CCOCC1)c1ccc(Cl)c([N+](=O)[O-])c1 (centres undefined)
 : 14	5	2	i	4	-6	-2	-7	-1
CCn1c(SCC(=O)NC2CC2)nnc1-c1ccncc1
 : -3	11	1	i	-19	-2	0	-8	-3
Cc1cccc(NCCNc2cccc(C)c2)c1
 : 12	7	-11	i	5	-2	-1	-3	6
Cc1cc(C)c(S(=O)(=O)N2CCN(C(=O)C3COc4ccccc4O3)CC2)c(C)c1 (centres undefined)
 : 28	-15	-1	i	6	-6	4	-1	7
Cc1ccc(O)c(-c2cc(C(=O)Nc3cccnc3)[nH]n2)c1
 : 0	-11	15	i	-11	0	-2	-1	-5
CCOC(=O)CC(=O)NC(CC(=O)OC)c1ccc(C(C)C)cc1 (centres undefined)
 : -6	3	2	i	6	7	-2	-1	-11
COc1cc(OC)c(C(=O)CCCN2CCCC2)c(OC)c1
 : -10	3	/	i	-7	-4	0	-11	7
O=C(c1cc(C2CC2)nn1-c1ccccc1)N1CCN(c2ccccn2)CC1
 : -2	0	-2	i	-4	-6	-1	-9	3
OCCN(CCO)c1ccc2ccccc2c1
 : -1	4	4	/	-11	3	-1	-4	-9
